Compound activity: PubChem BioAssay, National Center for Advancing Translational Sciences (NCATS)
N370S GC mod: N370S glucocerebrosidase modulation, Gaucher chaperone candidate | P04062 | N370S GC spleen homogenate, 4MU-glucoside fluorescence | Potency, µM (doses to about 59.4 µM), inactives show at the top dose activity change, negative = inhibition, hits mostly inhibitors | actives 0.092% (n = 330,000) | AID 2101;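 note: 0% = full enzyme activity and -100% = no enzyme basal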
TDP1 block: blocks human tyrosyl-DNA phosphodiesterase 1; Q9NUW8; recombinant TDP1, AlphaScreen DNA substrate cleavage; Potency, µM (doses to about 130 µM), for inactives: at the highest dose activity change, negative = inhibition, hits mostly inhibitors; actives 0.28% (n = 350,000); note: nearly all actives have a fitted effect of over 40% in size
Target sequence (Q9NUW8 whole entry, looked up): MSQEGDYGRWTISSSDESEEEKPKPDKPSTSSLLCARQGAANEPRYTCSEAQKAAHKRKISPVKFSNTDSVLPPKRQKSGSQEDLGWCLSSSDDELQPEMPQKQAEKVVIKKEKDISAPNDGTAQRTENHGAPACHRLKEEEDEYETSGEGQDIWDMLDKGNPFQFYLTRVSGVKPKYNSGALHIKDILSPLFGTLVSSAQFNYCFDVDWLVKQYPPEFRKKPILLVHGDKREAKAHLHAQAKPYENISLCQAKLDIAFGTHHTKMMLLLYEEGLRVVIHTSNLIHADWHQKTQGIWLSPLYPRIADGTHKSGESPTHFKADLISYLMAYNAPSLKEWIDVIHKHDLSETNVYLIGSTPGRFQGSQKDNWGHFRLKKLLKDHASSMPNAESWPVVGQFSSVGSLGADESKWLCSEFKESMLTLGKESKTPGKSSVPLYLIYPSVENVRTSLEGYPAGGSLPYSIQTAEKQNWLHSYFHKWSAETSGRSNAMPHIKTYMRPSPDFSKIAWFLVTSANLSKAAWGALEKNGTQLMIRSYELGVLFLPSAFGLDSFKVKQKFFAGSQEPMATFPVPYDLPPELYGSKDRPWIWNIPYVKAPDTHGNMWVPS
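Tdp1 1 nM final; 15 min RT w/ cpd; substrate 15 nM, 5 min; beads 10 ug/ml, 10 min; AlphaScreen read. Neg ctrl: no enzyme.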
DT40 TDP1 no CPT: qHTS for Inhibitors of human tyrosyl-DNA phosphodiesterase 1 (TDP1): qHTS in cells in absence of CPT. DT40 Tdp1-/- hTDP1 cells, no CPT, ATP luminescence, 48 h. Potency, µM (titrated, usually from 46.2 µM), for the others: top-dose activity change, negative = growth inhibition, hits mostly inhibitors. actives 15% (n = 420,000). AID 686978, 2013; note: nearly all actives have a fitted effect of over 55% in size
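Growth kinetics read by CellTiter-Glo luminescence after ≥48 hr at 37 °C. Cells: DT40 Tdp1-/- stably carrying human TDP1, 400 per well, compound exposure in the absence of CPT (DMSO vehicle).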
* marks the source's active call; other numbers are inactive results; ? = inconclusive; · = no result given; [ ] = another dose, or the depositor's remark. Calls come from the whole dose curve; as a rule, active = well fitted curve in the direction sought with a large enough effect; inconclusive = small, poorly fitted or top-dose-only effect, or another doubt; inactive = no such curve, though single readings can be large; an effect the other way counts as inactive or inconclusive. Unless noted, % is set by controls: 0 for no effect and ±100 for the full control effect; potency is the fitted concentration of half-maximal effect. This is a subset, so the mix of outcomes need not match the whole.

SMILES	N370S GC mod	TDP1 block	DT40 TDP1 no CPT
COCCCNC(=O)CSC1=Nc2ccccc2C2=NC(CCC(=O)NCc3ccccc3OC)C(=O)N12 (stereo not drawn)	·	4%	18µM*
CCCS(=O)(=O)Nc1cc2c(cc1NCc1ccccc1)n(C)c(=O)n2C	·	-2%	?
CN(C)Cc1ccccc1-c1cncnc1Nc1ccncc1	-1%	·	-17%
Cc1cc(NC(=O)CN2C(=O)NC3(CCC(C)CC3)C2=O)no1 (stereo not drawn)	1%	5%	-16%
Nc1nccc(/C=C/c2c(F)cccc2Cl)n1	?	3%	-5%
O=C(Oc1ccccc1)N1CCC[C@@]2(CCN(c3ccncc3)C2)C1	0%	·	?
COc1ccc(C(=O)Cc2nnc(C)s2)c(OC)c1	10%	-3%	-12%
O=C(CN1C(=O)C2C3CCC(C3)C2C1=O)OCC(=O)c1ccccc1 (stereo not drawn)	-4%	4%	4%
O=C(CS(=O)(=O)c1cn(CC(=O)N2CCCC2)c2ccccc12)Nc1ccccc1	-3%	4%	-9%
Nc1c(C(=O)Nc2ccc3c(c2)OCCO3)nnn1Cc1ccc(F)cc1	2%	1%	-24%
Cc1nn(-c2ccccc2)c2c1cc1c(=O)[nH]c(=O)nc-1n2-c1cccc(Cl)c1	·	0%	-3%
O=C(N1CCCC1)C12CC3CC(C1)CC(C(=O)N1CCCC1)(C3)C2	13%	8%	-19%
Cc1ccc(CNC(=O)Cn2cnc(S(=O)(=O)N3CCCCC3)c2)o1	-1%	5%	-19%
S=c1[nH]nc(CSc2nc3ccccc3s2)n1Cc1ccccc1	11%	9%	-9%
COc1ccc(C2c3ccsc3CCN2C(C)=O)cc1 (stereo not drawn)	2%	3%	0%
O=C(CCNC(=O)c1ccccc1Cl)NCC1CCCO1 (stereo not drawn)	3%	2%	1%
Cc1c(/C(O)=C2/C(=O)C(=O)N(CCN3CCOCC3)C2c2ccccn2)cnn1-c1ccccc1 (stereo not drawn)	-9%	4%	-12%
CCOc1ccc(C(=O)Cn2cnnc2C#N)cc1	-4%	·	-25%
COc1cc(/C=C2\C(C)=C(C#N)c3nc(N)c(C#N)c(C)c32)ccc1OCC(=O)O	-16%	5%	?
c1ccc(C2Nc3cccc4cccc(c34)N2)cc1	-21%	·	-89%
COc1ccc(-c2nnc(NC(=O)C(C)C)o2)cc1	-1%	3%	-6%
CCOc1ccc(C(=O)NCC(=O)Nc2ccc(N3CCOCC3)cc2)cc1OCC	5%	0%	-3%
COC(=O)[C@H]1C[C@H]1[C@@H](NC(=O)c1ccc[nH]1)c1ccccc1	3%	11%	1%
CCCCN(CC)C(=O)c1c[nH]c2ccc(S(=O)(=O)Nc3cccc(OC)c3)cc2c1=O	·	?	?
Cc1ccc(CNC(=O)Cn2cncn2)cc1	-19%	5%	-5%
CCSCc1nnc(SCC(=O)Nc2cccc(SC)c2)n1C	0%	0%	-2%
CCOCCCNC(=O)C1(O)c2ccccc2NC(=O)N1c1ccc(C)c(C)c1 (stereo not drawn)	2%	·	-16%
COc1ccc(OC)c(NC(=O)c2cc(OC(C)=O)cc(C(=O)Nc3cc(OC)ccc3OC)c2)c1	-4%	·	10µM*
CC(=O)C(Cc1ccccc1)NC(=O)CN1CCc2ccccc2C1 (stereo not drawn)	2%	-2%	-11%
COc1cc2[nH]c(=O)n(CCC(=O)N3CCN(c4cccc(C)c4C)CC3)c(=O)c2cc1OC	8%	2%	?
CN(C)C(=O)Cn1c(SCC(=O)Nc2ccc3c(c2)OCO3)nc2ccccc21	18%	-2%[56.1 µM]	1%
Cc1cccc(CN2CCC(C(=O)Nc3ccc(Oc4cccnc4)cc3)CC2)c1	-8%	1%	?
Cc1ccc(S(=O)(=O)c2nc(S(C)(=O)=O)sc2N2CCCC2)cc1	0%	3%	24%
O=C(NC1CCCCC1NC(=O)c1cccs1)c1cccs1 (stereo not drawn)	4%	2%	-3%
COc1ccc(CNC(=O)c2cnn(-c3ccc(C)cc3)c2-n2cccc2)cc1OC	·	4%	16µM*
CCCCN(C(=O)c1c(-c2ccccc2)noc1C)c1c(N)n(CCC)c(=O)[nH]c1=O	·	0%	-3%
COc1ccc(CN(CC(=O)NCc2ccc(F)cc2)C(=O)c2csnn2)cc1	-10%	-1%	-26%
COc1ccc(Br)cc1S(=O)(=O)Nc1cc(-c2cn3ccccc3n2)ccc1C	·	5%	13µM*
Cc1ccc(NC2Nc3cc(C)nn3S2)c(C)c1 (stereo not drawn)	4%	-2%	-10%
COc1ccc(C(=O)N2CCC(c3ccccc3)CC2)c(OC)c1OC	-14%	-4%	-21%
CCCCn1cc(S(=O)(=O)c2ccc(C)c(C)c2)c(=O)c2cc(F)c(N3CCCC(C)C3)cc21 (stereo not drawn)	·	7%	?
CCc1nn(CCCC(=O)N2CCN(c3cccc(C)c3C)CC2)c(=O)c2cc3occc3n12	4%	4%	?
COc1ccc(CNC2CCSc3ccccc32)cc1OC (stereo not drawn)	-2%	·	?
CCCCn1c(N)c(N(CCOC)C(=O)C2CCN(S(=O)(=O)c3ccc(F)cc3)CC2)c(=O)[nH]c1=O	-6%	·	-1%
CCCCn1c2nc3ccccc3nc2c2c(=O)n(CCC)cnc21	12%	6%	?
COc1ccc(Br)cc1CN1CCCCCC1	-3%	·	-14%
CCN(CC)CCN1C(=O)C(=O)/C(=C(/O)c2c(C)[nH]c(C(=O)OC)c2C)C1c1ccco1 (stereo not drawn)	-5%	-5%	-2%
COc1ccc2nc3oc(C(=O)NCCCOC(C)C)cc3cc2c1	29%	·	-28%
O=C(O)CC(CC(=O)Nc1ccc(C(=O)O)cc1)c1ccccc1 (stereo not drawn)	10%	5%	5%
CCC(=O)NC(c1ccccc1Cl)c1c(O)ccc2ccccc12 (stereo not drawn)	24%	-1%	?
Nn1c(SCc2nc3ccccc3[nH]2)nnc1-c1cccnc1	-5%	4%	-18%
O=C(Nc1cc([N+](=O)[O-])ccc1N1CCCC1)c1cccs1	4%	4%	10%
COC(=O)c1cnn(-c2ccccc2)c1C(OC)OC	14%	5%	0%
O=C(CCC(=O)N1CCSc2ccccc21)NC1CCCCC1	0%	·	-27%
COc1cc(N)c(Cl)cc1C(=O)OCC(=O)NC1CCCC1	4%	3%	-6%
O=C(COc1ccccc1)NCc1n[nH]c(=S)n1-c1ccccc1	5%	-2%	-9%
CCN(CC)CCC(c1ccc(N(C)C)cc1)c1c(OC)cc(OC)c2ccc(=O)oc12 (stereo not drawn)	-25%	·	13µM*
COc1ccc(OC)c(CN2CCC(Cc3ccccc3)CC2)c1	-7%	4%	16µM*
CC(C)c1cccc(C(C)C)c1NC(=O)COC(=O)c1ccc2c(c1)S(=O)(=O)c1ccccc1C2=O	-2%	2%	-8%
Cn1c(CNS(=O)(=O)c2ccc(Br)cc2)n[nH]c1=S	4%	-8%	-19%

Following part.
SMILES	N370S GC mod	TDP1 block	DT40 TDP1 no CPT
COc1ccccc1NC(=O)Nc1ccccc1C#N	?	·	-24%
Cc1cnc(C(=O)OCC(=O)Nc2sc3c(c2C#N)CCC3)cn1	-1%	1%	-10%
O=C(COC(=O)c1cc(-c2ccco2)nc2ccccc12)NCc1ccc2c(c1)OCO2	5%	2%	-14%
COc1ccc(NC(=O)c2cccc(-n3c(C)ccc3C)c2)c(OC)c1	3%	2%	26µM*
CN(C)CCNC(=O)c1ccc(Cn2c(=O)c3cccn3c3cccnc32)cc1	·	-3%	?
Cc1ccc(C(=O)COC(=O)C2CC(=O)N(c3nc(-c4ccccc4)cs3)C2)cc1C (stereo not drawn)	-1%	2%	-20%
Oc1cccc(Nc2nc(NCC3CCCO3)c3ccccc3n2)c1 (stereo not drawn)	-16%	2%	15µM*
CN1CCN(S(=O)(=O)c2ccc(N3CCN(S(=O)(=O)c4cccs4)CC3)nc2)CC1	6%	1%	?
CC(c1ccco1)N(C(=O)c1cc(Cl)cc(Cl)c1)c1ccccn1 (stereo not drawn)	3%	0%[0.0935 µM]	8.2µM*
Cc1ccccc1N1C(=O)C2ON(c3ccccc3)C(c3cccnc3)C2C1=O (stereo not drawn)	-36%	4%	1%
O=C(CCC1N=C2c3ccccc3N=C(SCC(=O)Nc3ccccc3F)N2C1=O)NCc1ccccc1 (stereo not drawn)	·	-4%[12.3 µM]	?
CCC(c1nnc(SCC(=O)NCCc2ccc(Cl)cc2Cl)o1)N(C)C (stereo not drawn)	-7%	8%	-20%

Another view of 17 compounds above.
Order of values – N370S GC mod | TDP1 block | DT40 TDP1 no CPT
- O=C(COc1ccccc1)NCc1n[nH]c(=S)n1-c1ccccc1
 : 5% | -2% | -9%
- CCN(CC)CCC(c1ccc(N(C)C)cc1)c1c(OC)cc(OC)c2ccc(=O)oc12 (stereo not drawn)
 : -25% | · | 13µM*
- COc1ccc(OC)c(CN2CCC(Cc3ccccc3)CC2)c1
 : -7% | 4% | 16µM*
- CC(C)c1cccc(C(C)C)c1NC(=O)COC(=O)c1ccc2c(c1)S(=O)(=O)c1ccccc1C2=O
 : -2% | 2% | -8%
- Cn1c(CNS(=O)(=O)c2ccc(Br)cc2)n[nH]c1=S
 : 4% | -8% | -19%
- COc1ccccc1NC(=O)Nc1ccccc1C#N
 : ? | · | -24%
- Cc1cnc(C(=O)OCC(=O)Nc2sc3c(c2C#N)CCC3)cn1
 : -1% | 1% | -10%
- O=C(COC(=O)c1cc(-c2ccco2)nc2ccccc12)NCc1ccc2c(c1)OCO2
 : 5% | 2% | -14%
- COc1ccc(NC(=O)c2cccc(-n3c(C)ccc3C)c2)c(OC)c1
 : 3% | 2% | 26µM*
- CN(C)CCNC(=O)c1ccc(Cn2c(=O)c3cccn3c3cccnc32)cc1
 : · | -3% | ?
- Cc1ccc(C(=O)COC(=O)C2CC(=O)N(c3nc(-c4ccccc4)cs3)C2)cc1C (stereo not drawn)
 : -1% | 2% | -20%
- Oc1cccc(Nc2nc(NCC3CCCO3)c3ccccc3n2)c1 (stereo not drawn)
 : -16% | 2% | 15µM*
- CN1CCN(S(=O)(=O)c2ccc(N3CCN(S(=O)(=O)c4cccs4)CC3)nc2)CC1
 : 6% | 1% | ?
- CC(c1ccco1)N(C(=O)c1cc(Cl)cc(Cl)c1)c1ccccn1 (stereo not drawn)
 : 3% | 0%[0.0935 µM] | 8.2µM*
- Cc1ccccc1N1C(=O)C2ON(c3ccccc3)C(c3cccnc3)C2C1=O (stereo not drawn)
 : -36% | 4% | 1%
- O=C(CCC1N=C2c3ccccc3N=C(SCC(=O)Nc3ccccc3F)N2C1=O)NCc1ccccc1 (stereo not drawn)
 : · | -4%[12.3 µM] | ?
- CCC(c1nnc(SCC(=O)NCCc2ccc(Cl)cc2Cl)o1)N(C)C (stereo not drawn)
 : -7% | 8% | -20%

(further entries)
SMILES	N370S GC mod	TDP1 block	DT40 TDP1 no CPT
CCN(C(=O)COC(=O)c1ccccc1NCCO)c1cccc2ccccc12	?	·	18µM*
CCOc1ccc(OCC)c(NC(=O)CSc2nnnn2CC)c1	6%	2%	-6%
CCOCCCNC(=S)N(Cc1ccccc1)Cc1nc2ccccc2c(=O)[nH]1	5%	0%	?
COc1ccc2c(c1)[C@H]1[C@H](CO2)[C@H](c2ccccc2)[C@]2(C)C(=O)N(Cc3ccc(C)cc3)CC(=O)N12	·	3%	?
C=CCN(CC(=O)O)S(=O)(=O)c1ccccc1C(F)(F)F	-2%	-5%	-5%
Cc1ccc2[nH]c(=O)c(CN(Cc3cccs3)Cc3nnnn3CC3CCCO3)cc2c1 (stereo not drawn)	15%	2%	18µM*
CCn1cc(C(=O)OCC(=O)Nc2cc(Cl)ccc2OC)c(=O)c2ccc(C)nc21	·	4%	-2%
O=C(NCCN1CCOCC1)C(=O)NCC1OCCN1S(=O)(=O)c1ccc(Br)cc1 (stereo not drawn)	-9%	1%	7%
CCN(CC)S(=O)(=O)c1cccc(C(=O)Nc2ccc(Cl)cn2)c1	-21%	5%	?
CC1=NN(C(=O)c2cccnc2)C(O)(C(F)(F)F)C1 (stereo not drawn)	-16%	0%	-12%
CCCC(=O)NCc1cc(-c2nn(C)c(=O)c3ccccc23)ccc1OC	9%	3%	?
Cc1ccc(C(=O)Nc2ccccc2C(=O)O)cc1NC(=O)COc1c(C)cccc1C	-14%	-8%	-20%
CC(=O)N1CCCc2cc(S(=O)(=O)N3CCCC(C(=O)Nc4cccc(Cl)c4C)C3)ccc21 (stereo not drawn)	·	0%	?
COc1ccc(NC(=O)C2CCCCN2S(=O)(=O)c2ccc(F)cc2)cc1 (stereo not drawn)	26%	-2%	-8%
Cc1ccc(C(=O)N2CCN3C(=O)c4ccccc4C23c2ccc(Cl)cc2)cc1 (stereo not drawn)	5%	4%	10µM*
